TRPV1 agonist – agonists of human vanilloid receptor 1 (TRPV1) | activation, % at 8.33 µM | 320,000 compounds, 0.19% hits | TRPV1-expressing cells, Fluo-8 calcium influx, agonist mode | AID 540275 | Q8NER1; in the data active = activation above about 80%; inconclusive = between about 30% and that limit; note: 0% is about no effect
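TRPV1-expressing cells were cultured overnight at 35.5C and loaded with Fluo-8 calcium dye for 40 to 90 min at room temperature. After a 10 s baseline, compound was added and calcium influx was read kinetically for 3 min (ex 480/em 520 nm).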
USP2a inh – inhibitors of human ubiquitin-specific protease USP2a | 330,000 compounds, 0.01% hits | USP2 core, Ub-CHOP2 coupled fluorogenic reporter, 485/531 | O75604 | Potency, µM (doses to about 38.3 µM), inactives show top-dose activity change, negative = inhibition, hits mostly inhibitors;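 note: potency is the fitted concentration of half-maximal effect; plate controls were DMSO wells for no effect and full inhibition by NEM control for full effect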
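Deubiquitinase activity read as fluorescence (485/531 nm) after Ub-CHOP2 cleavage activates the enterokinase reporter on its substrate; USP2 core 10nM, Ub-CHOP2 and substrate 25nM each, 30min compound preincubation then 60min RT; data normalized to NEM, curves fitted.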
PKM2 act – increases activity of human pyruvate kinase M2; Potency, µM (highest dose often 57.5 µM), for inactives: top-dose activation, usual class: activators; P14618; purified PKM2, Kinase-Glo ATP luminescence, activation; response scale: 0% is enzyme alone, no compound; 260,000 compounds, 0.34% hits; note: potency is the fitted concentration of half-maximal effect; % is set by controls: 0 for no effect and ±100 for the full control effect; nearly all actives have a fitted effect of over 55% in size
Target sequence (P14618 whole entry, looked up): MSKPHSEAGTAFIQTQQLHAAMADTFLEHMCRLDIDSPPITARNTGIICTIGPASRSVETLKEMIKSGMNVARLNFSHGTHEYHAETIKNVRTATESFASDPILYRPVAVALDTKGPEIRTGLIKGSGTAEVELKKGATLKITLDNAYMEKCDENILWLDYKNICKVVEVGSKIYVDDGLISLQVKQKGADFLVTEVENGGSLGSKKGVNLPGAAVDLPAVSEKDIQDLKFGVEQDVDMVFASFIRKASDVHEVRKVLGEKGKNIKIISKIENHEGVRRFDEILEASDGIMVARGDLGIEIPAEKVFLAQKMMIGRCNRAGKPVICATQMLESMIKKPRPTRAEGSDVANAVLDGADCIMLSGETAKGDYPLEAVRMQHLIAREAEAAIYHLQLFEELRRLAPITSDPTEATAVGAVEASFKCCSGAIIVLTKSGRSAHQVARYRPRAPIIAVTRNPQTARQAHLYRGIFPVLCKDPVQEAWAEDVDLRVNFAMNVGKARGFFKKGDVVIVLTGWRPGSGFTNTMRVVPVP
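Kinase-Glo luminescence reports ATP generated from ADP (0.1 mM) and PEP (0.5 mM) by purified hPK-M2 after 1 h at room temperature, pH 7.2 imidazole buffer; intermediate enzyme activity allows detecting inhibitors and activators.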
Menin MLL FP TR – displaces Texas Red mutant MLL peptide from human menin; Menin + Texas Red MLL mutant peptide, fluorescence polarization; AID 1768; O00255; Potency, µM (top dose mostly 61.6 µM), for the others: at the highest dose FP activity change, negative = inhibition, hits mostly inhibitors; 270,000 compounds, 0.23% hits; active = well fitted inhibition curve with a large enough effect in the polarisation, with a control signal flat, not every such curve was filed as active; inconclusive = small, poorly fitted or top-dose-only effect, or effect the other way, or a change in a side signal; inactive = no such curve, though single readings can be large or run the other way; the % refers to the polarisation; note: potency is the fitted concentration of half-maximal effect; % of control where 0% means no effect; many of its hits are not listed in these tables
CXXC DNA block – blocks binding of human MLL CXXC domain to DNA. 290,000 compounds, 0.037% hits. MLL-CXXC / FITC-HOXA9 DNA fluorescence polarization. Potency, µM (titrated, usually from 115 µM), inactives show top-dose activity change, negative = inhibition, most hits filed as inhibitors. Q03164. AID 2662; active = well fitted inhibition curve with a large enough effect in the polarisation, with a control signal flat, not every such curve was filed as active; inconclusive = small, poorly fitted or top-dose-only effect, or effect the other way, or a change in a side signal; inactive = no such curve, though single readings can be large or run the other way; the % refers to the polarisation; note: potency is the fitted concentration of half-maximal effect
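Steps: dispense CXXC domain solution (7 uM) → pin compounds or unlabeled HOX-A9 DNA control → 5 min ambient → add FLSN-HOX-A9 solution (50 nM) → spin → 30 min ambient → fluorescence polarization. Tris pH 7.5/NaCl/DTT/BSA buffer.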
KCNH2 WT inh – inhibitors of human wildtype KCNH2 potassium channel; activity change, % at 1.84 µM; AID 720551; U2OS, BacMam KCNH2, thallium flux FluxOr; stronger effect = lower value; 340,000 compounds, 0.37% hits;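 active = maximum activity change below -70%; inconclusive = maximum activity change between -70% and -50%; inactive = maximum activity change above -50%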; note: % is set by controls: 0 for no effect and ±100 for the full control effect
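U2OS cells transduced with wild-type KCNH2 virus are loaded with FluxOr dye for 45 min, and thallium flux is measured in kinetic reads before and after stimulation buffer. Rate constants are normalized to DMSO controls.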
Coupling enz – coupling enzyme interference in Giardia aldolase counter-screen; coupling enzyme system counterscreen, AmpLite Red fluorescence; activity change, negative = inhibition, % at 58.2 µM, hits read low; 290,000 compounds, 0.67% hits; in the data active = activity change below about -30%; note: % is set by controls: 0 for no effect and ±100 for the full control effect
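Fluorescence at 525 nm excitation and 598 nm emission measured inhibition of the coupled detection system without aldolase. Compounds (at 57.5 uM final) were preincubated 10 min at room temperature with coupling enzyme reagent before a 20 min substrate/AmpLite Red step.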
B2AR arrestin – recruits beta-arrestin to the human beta2-adrenergic receptor; P07550; Potency, µM (highest dose often 46.1 µM), without a hit: top-dose activation, hits mostly activators; beta-arrestin recruitment to beta2AR, cell-based reporter; 330,000 compounds, 0.02% hits;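 note: potency is the fitted concentration of half-maximal effect; 0% = DMSO controls and full agonism = EC100 isoproterenol or metaproterenol; nearly all actives have a fitted effect of over 65% in size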
Target sequence (P07550 whole entry, looked up): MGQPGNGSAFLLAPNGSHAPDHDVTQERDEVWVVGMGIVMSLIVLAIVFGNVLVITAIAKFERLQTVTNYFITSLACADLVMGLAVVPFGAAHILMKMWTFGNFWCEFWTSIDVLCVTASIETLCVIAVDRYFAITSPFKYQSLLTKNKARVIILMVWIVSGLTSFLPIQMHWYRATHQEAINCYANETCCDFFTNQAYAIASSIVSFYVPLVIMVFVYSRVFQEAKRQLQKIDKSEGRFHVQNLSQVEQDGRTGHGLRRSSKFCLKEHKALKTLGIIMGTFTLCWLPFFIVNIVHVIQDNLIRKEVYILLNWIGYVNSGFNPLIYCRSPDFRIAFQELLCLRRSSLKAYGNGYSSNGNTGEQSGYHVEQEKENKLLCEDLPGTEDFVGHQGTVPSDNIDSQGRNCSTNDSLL
Giardia killer – kills Giardia lamblia | Giardia lamblia trophozoite viability | activity change, % at 7.66 µM, hits read low | 340,000 compounds, 0.15% hits | AID 540267; in the data active = activity change below about -80%; inconclusive = between about -30% and that limit;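 note: parasites exposed to compound for two days anaerobically before the ATP read; % is set by controls: 0 for no effect and ±100 for the full control effect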
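Each well holds 100 Giardia trophozoites and compound. After two days (48 hrs) at 37 deg C in anaerobic conditions, ATP is quantified by luminescence.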
KCNH2 3.1 block – KCNH2 3.1 (human) potassium channel inhibition; 340,000 compounds, 0.95% hits; AID 720553; activity change, % (tested at about 1.8 µM); U2OS KCNH2 3.1, thallium flux FluxOr; stronger effect = lower value;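 active = maximum activity change below -70%; inconclusive = maximum activity change from -70% to -50%; inactive = maximum activity change above -50%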;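 note: thallium influx rate constant from kinetic fluorescence after stimulation buffer; % is set by controls: 0 for no effect and ±100 for the full control effect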
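U2OS cells transduced with KCNH2 3.1 mutant virus (1.77 x 10^8 /mL, 4 h), plated overnight at 37 C, loaded 45 min with FluxOr dye plus Red40 quencher. Thallium flux rate constant from kinetic reads after stimulation buffer, normalised to controls.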
GALK inh – galactokinase (human) inhibition; 270,000 compounds, 0.007% hits; Purified GALK, Kinase-Glo residual ATP luminescence; AID 1868; P51570; Potency, µM (doses to about 57.5 µM), for the others: at the highest dose activity change, negative = inhibition, usual class: inhibitors; note: potency is the fitted concentration of half-maximal effect; % is set by controls: 0 for no effect and ±100 for the full control effect
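Galactose (100 uM) and ATP (35 uM) were turned over by 5 nM GALK for 1 h at RT. Kinase-Glo Plus then converted the remaining ATP into a luminescent signal.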
* marks the source's active call; other numbers are inactive results; ? = inconclusive; / = not tested or not shown; & = joins results of further samples; [ ] = another dose, or the depositor's remark. Unless noted, calls come from the whole dose curve; as a rule, active = well fitted curve in the direction sought with a large enough effect; inconclusive = small, poorly fitted or top-dose-only effect, or another doubt; inactive = no such curve, though single readings can be large; an effect the other way counts as inactive or inconclusive. These rows are one share of the data; rates above refer to the full screens.

Order of results: USP2a inh	B2AR arrestin	GALK inh	Coupling enz	PKM2 act	Menin MLL FP TR	Giardia killer	KCNH2 3.1 block	CXXC DNA block	TRPV1 agonist	KCNH2 WT inh
COC(=O)[C@]1(C)N[C@H](CN(C)S(=O)(=O)c2ccc(C(C)(C)C)cc2)[C@@H]2C(=O)N(C)C(=O)[C@@H]21
  2%	-0.6%	/	/	/	/	-30	0	/	/	4
Cc1ccc(CS(=O)Cc2ccc(C(=O)NC3CCCCC3)o2)cc1 (stereo not given)
  -4%	0.3%	6%	1	/	-6%	-14	14	-7%	0	7
COc1ccc(-n2cnnc2SCC(=O)c2cc(C)n(Cc3cccs3)c2C)cc1
  -9%	-0.7%	5%	6	2%	-18%	5	-43	-3%	3	-13
O=C(NCc1ccco1)c1cc(-c2ccc(Cl)cc2)on1
  -1%	-0.4%	0%	-2	-2%	-13%	1	1	33%[activator]	3	52
CCCCN(CC)S(=O)(=O)N1CCC(C(=O)NCc2ccc(F)cc2)CC1
  2%	-0.2%	1%	0	-7%	-3%	-12	-3	6%	?	-15
CCCCn1c(N)c(N(C(=O)CSc2nnc(C)n2-c2ccccc2)C2CCCC2)c(=O)[nH]c1=O
  -2%	0.3%	/	/	/	/	-26	7	/	-1	-39
CCNC(=O)Nn1c(-c2ccccc2)nc2ccccc2c1=O
  0%	-0.3%	-1%	-4	-13%	-6%	11	7	1%	0	-3
CCN(CC)C(=O)[C@H]1C[C@H](CC(=O)NCCCN(C)C)C(=O)N2CCc3c([nH]c4cc(-c5ccco5)ccc34)[C@]12C
  2%	3.7%	/	/	/	/	-9	-3	/	/	10
O=C(COc1coc(CN2CCc3ccccc3C2)cc1=O)Nc1ccccc1F
  -1%	-0.1%	/	/	/	/	3	-13	/	3	-6
CCCn1c(SCC(=O)NCc2ccc(F)cc2)n[nH]c1=O
  2%	-0.2%	1%	-1	-1%	-7%	10	-28	2%	1	-1
COc1ccc(C)cc1C(=O)CCC(=O)N1CCN(c2ccccc2F)CC1
  0%	0.3%	/	/	/	/	-5	3	/	2	-7
COc1ccc(C(=O)CC2SC(N)=NC2=O)cc1 (stereo not given)
  0%	-0.3%	-6%	1	2%	/	-8	-1	2%	1	-17
CCCS(=O)(=O)N1CCC(C(=O)c2cccc(C(F)(F)F)c2)CC1
  -1%	0.0%	-2%	2	-4%	10%	-5	4	-3%	0	-2
CCOC(=O)CSc1nc2c(cnn2-c2ccc(F)cc2)c(=O)[nH]1
  2%	-0.8%	-3%	0	/	23%	-1	-23	3%	4	-4
Cc1ccc(-c2csc(NC(=O)c3cccc(S(=O)(=O)N4CCN(C)CC4)c3)n2)cc1
  -1%	-0.6%	0%	1	3%	17%	16	-79*	-14%	-3	-2
COC(=O)Cc1ccc(Oc2ncc(C(F)(F)F)cc2Cl)cc1
  -2%	0.1%	6%	2	-25%	-6%	-3	4	-8%	19	-3
COc1ccc(N2CCN(C(=O)CCc3nc(-c4ccc(C)cc4)no3)CC2)cc1
  0%	0.0%	4%	5	-1%	-2%	14	8	6%	1	1
CCc1cc2c(cc3c(=O)n(CC(=O)NCCCN4CCCCCC4)nc(CC)n32)s1
  -2%	-0.2%	-2%	/	/	/	-5	-24	20%	2	13
Cc1ccc(S(=O)(=O)N(C)CC(=O)OCC(=O)NCCN2C(=O)CSC2=O)cc1
  2%	0.0%	/	/	/	/	5	-4	/	-11	-18
CCOC(=O)c1ccc(-c2ccc(/C=C(\C#N)C(=O)NCC3CCCO3)o2)cc1 (stereo not given)
  3%	-0.1%	3%	-3	1%	19%	5	6	-6%	7	7
COC(=O)c1cc(NC(=O)c2cc(-c3ccc(C(F)(F)F)cc3)oc2C(F)(F)F)ccc1N1CCOCC1
  -1%	0.0%	-1%	-7	1%	/	-7	-23	9%	-1	16
CC/C(=N\NC(=O)c1c(C)nc2ccccn12)c1ccccc1
  0%	-0.3%	-2%	2	7%	9%	-5	-1	11%	0	-4
Cc1cccc(-n2ncc3c(=O)[nH]c(SCC(=O)NCCC4=CCCCC4)nc32)c1
  2%	0.0%	/	/	/	/	-15	-5	/	-1	0
CCOC(=O)c1nc(NNC(=O)c2ccc([N+](=O)[O-])cc2)sc1C
  5%	2.6%	-1%	-1	-8%	?	1	0	12%	2	-2
Cc1ccc(CNC(=O)[C@H]2C[C@@H]2[C@H](NP(=O)(c2ccccc2)c2ccccc2)c2ccccc2)o1
  0%	-0.6%	/	-1&-1	?	-5%&-16%	3	14	3%	2	1
c1ccc(NCc2nc3ccccc3n2CCOc2ccccc2)cc1
  0%	3.2%	0%	-1	2%	3%	?	-18	5%	14	-2
Cc1ccc(CN2C(=O)CCC2C(=O)NCc2ccc(F)cc2)cc1 (stereo not given)
  -1%	0.5%	-2%	4	8%	2%	-8	-8	2%	4	2
C=CCOC(=O)c1ccc(N2CCN(c3ccccc3)CC2)nc1
  -1%	-1.1%	/	-1	/	?	0	-18	32%[activator]	2	-8
COc1ccc(CCN2CCCC(CN(C)C(=O)c3ccoc3)C2)cc1 (stereo not given)
  1%	-0.2%	-7%	/	0%	/	5	-32	7%	-3	69
CCSc1nc2ccccc2n1S(=O)(=O)c1ccccc1
  4%	0.3%	3%	0	1%	0%[11.7 µM]	-10	5	4%	/	-13
COc1cccc(N(C(=O)CNC(=O)c2ccco2)C(C(=O)NC2CCCC2)c2ccco2)c1 (stereo not given)
  -6%	-1.0%	-2%	0	/	/	-13	18	-4%	1	11
COc1ccc(OCCN(C)C(=O)c2cccc(S(=O)(=O)N(C)c3ccccc3)c2)cc1
  -1%	0.1%	/	/	/	/	-2	-2	/	24	7
CSc1nc2nc(-c3ccc(F)cc3)c(CCN3CCN(C)CC3)cn2n1
  1%	0.0%	1%	11	-11%	-14%	-20	-15	3%	-4	-3
COCCN(C(=O)COC(=O)c1ccc(Cl)nc1)c1c(N)n(Cc2ccccc2)c(=O)[nH]c1=O
  2%	-0.5%	/	/	/	/	13	-3	/	0	2
O=C1Nc2ccccc2C12NCCc1c2[nH]c2ccccc12 (stereo not given)
  8%	-0.3%	0%	-3	4%	3%	19	2	9%	-1	-11
O=C(O)Cc1ccc(OCc2ccc(Cl)nc2)cc1
  3%	-0.2%	1%	7	-2%	-11%	1	?	6%	-1	17
CCOC(=O)CCC(=O)N1CCOCCOCCN(C(=O)CCC(=O)OCC)CCOCC1
  3%	-0.6%	0%	-1	9%	-2%	-7	-3	-2%	0	-3
Cc1cccnc1NC(=O)CSc1nnc(CNC(=O)c2cccc([N+](=O)[O-])c2)n1C
  2%	-0.4%	-6%	/	-1%	/	-1	-23	2%	-4	-3
COc1ccc([N+](=O)[O-])cc1NS(=O)(=O)Cc1ccccc1
  0%	-0.2%	-3%	2	4%	14%	4	-17	16%	-1	-10
O=C(CC12CC3CC(CC(C3)C1)C2)Nc1ccc2c(c1)COC2=O
  0%	0.0%	0%	-1	1%	12%	-7	4	2%	?	-14
O=S1(=O)NC2c3ccccc3CC2O1 (stereo not given)
  0%	-1.4%	/	-3	-2%	1%	-5	15	33%[activator]	-2	-6
CC1=CC=CC2=NC(=O)CC(C)(C(=O)N(CC(=O)NC3CCCC3)c3ccccc3C)N12 (stereo not given)
  5%	-0.7%	1%	0	3%	-8%	4	5	0%	-1	4
COc1ccc(CN2CCn3nc(C(=O)NC4CC4)cc3C2=O)cc1
  0%	-0.2%	9%	2	0%	8%	?	1	10%	-2	0

Given tab-delimited: part of the list above.
structure	USP2a inh	B2AR arrestin	GALK inh	Coupling enz	PKM2 act	Menin MLL FP TR	Giardia killer	KCNH2 3.1 block	CXXC DNA block	TRPV1 agonist	KCNH2 WT inh
CCOC(=O)CSc1nc2c(cnn2-c2ccc(F)cc2)c(=O)[nH]1	2%	-0.8%	-3%	0	/	23%	-1	-23	3%	4	-4
Cc1ccc(-c2csc(NC(=O)c3cccc(S(=O)(=O)N4CCN(C)CC4)c3)n2)cc1	-1%	-0.6%	0%	1	3%	17%	16	-79*	-14%	-3	-2
COC(=O)Cc1ccc(Oc2ncc(C(F)(F)F)cc2Cl)cc1	-2%	0.1%	6%	2	-25%	-6%	-3	4	-8%	19	-3
